Rpn11 block: Rpn11 (PSMD14) deubiquitinase inhibitors, primary screen, biochemical, fluorescence polarization, uHTS | hit rate 0.59% among 360,000 | 26S proteasome non-ATPase regulatory subunit 14 (Homo sapiens), O00487 | calls only at 20 µM | AID 588493, 2011 | human 26S proteasome, Ub4-pepOG fluorescence polarization; 20S core pre-blocked with epoxomicin;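 active means inhibition at 20 µM, scaled to each plate's controls, above about 33%, limit read from the data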
LMPTP block: LMPTP phosphatase inhibitors, primary screen, biochemical, fluorescence intensity, uHTS; Low molecular weight phosphotyrosine protein phosphatase (Homo sapiens), P24666; recombinant LMPTP-A, OMFP fluorogenic substrate; inhibition, % at 20 µM; hit rate 0.22% among 360,000; AID 651560, 2012;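 active means compounds that cut the enzyme signal by at least half of the control window in the single-dose screen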;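 further: plate controls were DMSO wells with enzyme plus substrate for no effect and substrate without enzyme for full effect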
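Assay system: LMPTP-A, protein tyrosine phosphatase of low molecular weight / Medium: pH 6.0 Bis-Tris buffer with DTT and Triton X-100 / Schedule: 50 min enzyme reaction at room temperature, protected from light / Measured by: endpoint fluorescence intensity from OMFP dephosphorylation / Read-out basis: % inhibition relative to no-enzyme and uninhibited control wells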
CSN deneddyl inh: inhibitors of CSN-mediated cullin deneddylation, primary screen, biochemical, fluorescence polarization, uHTS. inhibition, % at 12.5 µM. COP9 signalosome complex subunit 5 (Homo sapiens), Q92905. hit rate 0.38% among 360,000. Purified CSN, SCF-Nedd8-OG deneddylation;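 active means pattern-corrected inhibition above about 35%, with an unprinted fluorescence ratio check between 0.5 and 1.5, limit read from the data, passing the limit was not always enough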;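 further: 0% = enzyme with substrate and 100% = substrate without enzyme; some results filed as inactive read as strong as hits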
Target sequence (Q92905 whole entry, looked up, one chain of several): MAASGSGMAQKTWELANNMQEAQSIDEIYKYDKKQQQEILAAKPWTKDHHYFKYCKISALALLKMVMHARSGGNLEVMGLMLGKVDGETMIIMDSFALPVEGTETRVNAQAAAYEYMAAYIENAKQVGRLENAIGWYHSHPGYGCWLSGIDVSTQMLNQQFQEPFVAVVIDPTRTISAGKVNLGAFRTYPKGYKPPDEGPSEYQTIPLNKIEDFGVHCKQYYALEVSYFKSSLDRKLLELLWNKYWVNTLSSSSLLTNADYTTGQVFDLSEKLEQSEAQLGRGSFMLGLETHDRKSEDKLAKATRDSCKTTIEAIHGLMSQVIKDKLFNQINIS
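assay system = purified human Csn5 enzyme expressed in HEK293T cells | amount = 0.24 nM enzyme | buffer or medium = Tris/NaCl/DTT buffer, pH 7.5 | reagent = 10 nM SCFSkp2-Nedd8OG | compound = one concentration, 12.5 µM, 0.25% DMSO | times = 90 min reaction at room temperature | signal = FP | read-out basis = % inhibition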
DNMT1 inh: human DNMT1 methyltransferase inhibitors, primary screen, biochemical, molecular beacon, fluorescence, HinP1I cleavage, uHTS. inhibition (reported as % activation of signal), % at 10 µM. DNA (cytosine-5)-methyltransferase 1 (Homo sapiens), P26358. hit rate 0.83% among 360,000. AID 588458, 2011; in the data active means inhibition above about 50%
STEP block: STEP phosphatase inhibitors, primary screen, biochemical, fluorescence intensity, uHTS | hit rate 0.25% among 360,000 | recombinant STEP, OMFP fluorogenic substrate | Tyrosine-protein phosphatase non-receptor type 5 (Homo sapiens), P54829 | inhibition, % at 20 µM | AID 588621, 2011;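 active means inhibition at 20 µM, scaled per plate between control wells, above about 37%, limit read from the data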;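 further: 0% = DMSO with enzyme and substrate and 100% = substrate only without enzyme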
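Measure: Control-normalized % inhibition with plate pattern correction | Test system: STEP phosphatase, cell-free reaction | Medium: pH 6.0 Bis-Tris with DTT and Tween 20 | Technique: Fluorescence, 480/540 nm | Times: Reaction 20 min, ambient temperature | Doses: Single compound dose of 20 µM, 1% DMSO final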
Neddyl block: inhibitors of cullin neddylation, primary screen, biochemical, TR-FRET, uHTS, NAE and Ubc12; hit rate 0.58% among 360,000; calls only at 25 µM; in the data active means inhibition above about 36%
Target sequence (P61081 whole entry, looked up): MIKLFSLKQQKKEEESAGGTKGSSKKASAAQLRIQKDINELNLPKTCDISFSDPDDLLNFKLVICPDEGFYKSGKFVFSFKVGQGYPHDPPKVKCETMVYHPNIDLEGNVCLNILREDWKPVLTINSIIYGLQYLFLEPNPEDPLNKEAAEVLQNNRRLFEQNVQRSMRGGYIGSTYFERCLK
Target sequence (Q13564 whole entry, looked up): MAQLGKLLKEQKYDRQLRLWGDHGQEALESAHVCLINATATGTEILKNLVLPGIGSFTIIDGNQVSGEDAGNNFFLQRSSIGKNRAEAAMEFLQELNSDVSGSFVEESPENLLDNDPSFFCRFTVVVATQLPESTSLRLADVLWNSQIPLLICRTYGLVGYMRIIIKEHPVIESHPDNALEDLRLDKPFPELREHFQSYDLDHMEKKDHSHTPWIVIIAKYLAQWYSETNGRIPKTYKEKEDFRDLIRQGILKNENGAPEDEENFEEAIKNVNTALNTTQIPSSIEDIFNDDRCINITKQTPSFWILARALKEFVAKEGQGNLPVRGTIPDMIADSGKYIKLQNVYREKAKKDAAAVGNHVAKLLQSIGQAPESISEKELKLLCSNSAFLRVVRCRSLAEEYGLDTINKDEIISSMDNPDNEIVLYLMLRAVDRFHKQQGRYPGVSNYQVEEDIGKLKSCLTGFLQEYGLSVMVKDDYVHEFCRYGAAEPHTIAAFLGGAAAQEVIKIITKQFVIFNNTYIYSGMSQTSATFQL
NadD inh: inhibitors of S. aureus NadD, primary screen, biochemical, colorimetric, uHTS | Nicotinate-nucleotide adenylyltransferase NadD (Staphylococcus aureus N315) | purified NadD enzyme, colorimetric absorbance read-out | inhibition, % at 20 µM | hit rate 0.78% among 360,000 | AID 602399, 2012; in the data active means inhibition above about 26%; further: some compounds past the cut are filed as inactive
Rin1 Abl inh: inhibitors of Rin1-Abl protein binding, primary screen, biochemical, TR-FRET | Tyrosine-protein kinase ABL1 (Homo sapiens) + Ras and Rab interactor 1 (Homo sapiens), … | hit rate 0.4% among 360,000 | inhibition, % at 7.35 µM; in the data active means inhibition above about 5%, passing the limit was not always enough
Scp-1 inhibitor: Scp-1 phosphatase inhibitors, primary screen, biochemical, colorimetric, uHTS | Carboxy-terminal domain RNA polymerase II polypeptide A small phosphatase 1 (Homo … | Recombinant Scp1, phosphopeptide, malachite green phosphate absorbance | inhibition, % at 20 µM | hit rate 0.88% among 340,000;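 active means inhibition above about 50% at 20 µM, limit read from the data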;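 further: plate controls were DMSO wells with enzyme for no effect and wells lacking enzyme for full effect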
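Times: enzyme reaction 45 min at room temperature, colour 5 min, stabilisation 30 min. Material: SCP-1 catalytic fragment, aa 76-261. Medium: Acidic Tris acetate buffer with magnesium and detergent. Signal: colorimetric free-phosphate detection, absorbance 630 nm. Read-out basis: % inhibition of SCP-1 phosphate liberation. Reagent: Phosphorylated 17-residue peptide substrate.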
SUMO1-SIM PPI: modulators of SUMO1 protein-protein interactions, primary screen, biochemical, uHTS; Small ubiquitin-related modifier 1 (Homo sapiens), P63165; SUMO1 binding to a labelled peptide, TR-FRET, 1 h; inhibition, % at 20 µM; hit rate 0.33% among 360,000; AID 602429, 2012; in the data active means inhibition above about 37%
An asterisk follows results filed as active; i = inactive; nt = not tested or not shown; + = active, no number.

SMILES | Rpn11 block | LMPTP block | CSN deneddyl inh | DNMT1 inh | STEP block | Neddyl block | NadD inh | Rin1 Abl inh | Scp-1 inhibitor | SUMO1-SIM PPI
O=C(Cc1noc2ccccc12)Nc1ccccn1 | i | 1.0 | 3 | 2 | -2 | i | -6 | -3 | -2 | 2
NC(=O)CN1CCN(c2ccccc2F)CC1 | i | -3.3 | -1 | 2 | 7 | i | -4 | 2 | 2 | -2
O=c1[nH]c(=O)n(C2OC(CO)C(O)C2O)cc1F (stereo not drawn) | i | -0.8 | -4 | -2 | 2 | i | 1 | -1 | -8 | 4
COc1ccc(OCc2ccc(C(=O)N3CCOCC3)cc2)cc1 | i | 0.2 | 0 | -2 | -1 | i | -6 | 7 | -4 | 3
COc1cc(C=NNC(=O)c2ccccc2-n2cccc2)ccc1O | i | 0.5 | -3 | -2 | -1 | i | -4 | 2 | 2 | -13
CNC(=O)COC(=O)/C=C/c1cccs1 | i | -0.5 | 3 | 2 | -3 | i | -4 | -2 | -1 | -15
CN(C)CCNc1oc(COc2ccc(-c3ccccc3)cc2)nc1C#N | i | -7.0 | -4 | -32 | -1 | i | -9 | -3 | -3 | 1
c1ccc(Cn2c(Cn3c(-c4cnccn4)nc4ccccc43)nc3ccccc32)cc1 | nt | 1.1 | 1 | nt | nt | i | 8 | nt | nt | -3
O=C(CCNC(=O)c1ccccc1Cl)Nc1nc2ccc(F)cc2s1 | i | 0.4 | -3 | -3 | 0 | i | 0 | 6 | -5 | 5
Cc1c(Cl)cccc1NC(=S)N1CCCN(Cc2ccc(F)cc2)C1 | i | -2.7 | -4 | -2 | 0 | i | 1 | 0 | 2 | -2
Cc1cccc(NC(=S)NCc2ccccc2Cl)c1C | i | -0.7 | -2 | 0 | -2 | i | 3 | -3 | 0 | -1
CCCCNC(=O)Nc1ccc(C2SCCS2)cc1 | i | 2.0 | -3 | 3 | 0 | i | 3 | 1 | -9 | -5
NC(=O)C[C@H](N)c1cn([C@@H](CC(N)=O)C(=O)N2CCNCC2)nn1 | i | -5.0 | -2 | 4 | 0 | i | -1 | -1 | 4 | 10
COc1ccc2o/c(=N/NC(=O)c3cccs3)c(C(N)=O)cc2c1 | + | 2.0 | 18 | 1 | 1 | i | -1 | -7 | 8 | -16
CCOC(=O)c1cncc(C#CCOC(=O)Nc2ccc(OC(F)(F)F)cc2)c1 | i | -0.1 | -5 | 11 | -2 | i | 2 | 2 | 1 | -1
COc1ccc(C(=O)Nc2cc(C)on2)c(OC)c1 | i | -0.6 | 1 | 2 | 0 | i | 2 | -2 | 1 | -5
O=C(NCCO)/C(=C/c1ccco1)NC(=O)c1ccco1 | i | -1.5 | -1 | 0 | 0 | i | 4 | 4 | 0 | 0
O=C(O)C1C2CCC(O2)C1C(=O)Nc1ccc(O)cc1 (stereo not drawn) | i | -1.1 | -5 | 3 | -5 | i | -2 | -2 | -3 | -4
CCN(CC)C(=O)c1cccc(NC(=O)CC23CC4CC(CC(C4)C2)C3)c1 | i | 0.1 | 5 | -1 | 1 | i | 4 | 3 | -10 | 3
O=C(C[C@@H]1C/C=C/CC[C@H](Cc2ccc(F)cc2)C(=O)O[C@H](c2ccccc2)CNC1=O)NCCO | i | 1.2 | 0 | 1 | 2 | i | 5 | 2 | 6 | 1
O=C(CCc1ccc(S(=O)(=O)N2CCOCC2)cc1)Nc1ccccc1F | i | 0.1 | -2 | 3 | -3 | i | 4 | 4 | -9 | 4
Oc1ccccc1/C=N/NC(=S)NC1CC2CC1C1C=CCC21 (stereo not drawn) | i | 1.6 | 2 | 7 | -1 | + | 7 | 2 | -10 | 14
O=C1CCCCC1Nc1ccc([N+](=O)[O-])cc1 (stereo not drawn) | i | -1.8 | 2 | -3 | -1 | i | -3 | -2 | -8 | -38
O=C(NCCC(=O)N1CCCCC1)c1ccccc1Cl | i | -1.8 | -3 | -1 | -1 | i | -2 | -1 | -13 | 1
CC(=O)N1CCc2cc(S(=O)(=O)NCCCN3CCC(C)CC3)ccc21 | i | -2.2 | -2 | 0 | 0 | i | -1 | -1 | -11 | 5
CCOc1ccc(N2C(=O)C3CCCN3C2=O)cc1 (stereo not drawn) | i | -1.4 | -1 | -3 | -2 | i | -4 | -2 | -5 | 0
CC(C)OC(=O)/C(C#N)=C/c1c[nH]c2ccccc12 | i | 1.3 | -16 | 7 | 1 | i | -3 | -4 | -8 | -19
CN(C)c1ccc(CNS(=O)(=O)c2ccc3c(c2)C(C)(C)C(=O)N3C)cc1 | i | -0.3 | -3 | -7 | -1 | i | -2 | 1 | 1 | 1
CCn1c(Cn2nnc(-c3ccccc3)n2)nnc1SCC(=O)Nc1ccc(C(C)=O)cc1 | i | -0.4 | -7 | 0 | -1 | i | 0 | 3 | -1 | -7
COc1cccc(S(=O)(=O)Nc2ccc3c(c2)C(=O)N(C)C[C@H](OC)[C@H](C)CN[C@@H](C)CO3)c1 | nt | -0.9 | -6 | nt | nt | i | nt | nt | nt | 3

Whole records from above. Values in the order: Rpn11 block	LMPTP block	CSN deneddyl inh	DNMT1 inh	STEP block	Neddyl block	NadD inh	Rin1 Abl inh	Scp-1 inhibitor	SUMO1-SIM PPI
Profile of `CCN(CC)C(=O)c1cccc(NC(=O)CC23CC4CC(CC(C4)C2)C3)c1` → i	0.1	5	-1	1	i	4	3	-10	3
Profile of `COc1cccc(S(=O)(=O)Nc2ccc3c(c2)C(=O)N(C)C[C@H](OC)[C@H](C)CN[C@@H](C)CO3)c1` → nt	-0.9	-6	nt	nt	i	nt	nt	nt	3

Following part:
SMILES | Rpn11 block | LMPTP block | CSN deneddyl inh | DNMT1 inh | STEP block | Neddyl block | NadD inh | Rin1 Abl inh | Scp-1 inhibitor | SUMO1-SIM PPI
CCCS(=O)(=O)NC(=O)C1(C)CCN(C(=O)c2cc(C)n(C(C)(C)C)n2)C1 (stereo not drawn) | i | -1.0 | 4 | 3 | -1 | i | 0 | 2 | nt | 4
Cc1ccc2c(c1)cc(CN(Cc1cccs1)C(=O)c1ccco1)c1nnnn12 | i | 2.0 | 1 | -3 | 4 | i | -9 | 1 | -14 | 4
O=C(CSCc1ccc(Cl)cc1)N/N=C/c1ccco1 | i | 1.0 | 1 | 9 | 1 | i | 3 | -2 | 7 | -4
CCC(C)NC(=O)C1CCCN(S(=O)(=O)c2ccc(-n3cnnn3)cc2)C1 (stereo not drawn) | i | -0.5 | 2 | 0 | -2 | i | -5 | 0 | -8 | -2
CCc1nnc(NC(=O)CCC(=O)NCc2ccc(C)cc2)s1 | i | -1.1 | -4 | 1 | -3 | i | 1 | 1 | 1 | -2
CCOc1ccc(CNn2nnnc2N)cc1 | i | 2.1 | 1 | -3 | -2 | i | 1 | 2 | -9 | -1
CCOc1ccc(C(=O)Nc2cccc([N+](=O)[O-])c2)cc1Br | i | 0.8 | 0 | 5 | -3 | i | -3 | 1 | -9 | -4
O=C(CCc1nc2ccccc2c(=O)[nH]1)NNC(=O)COc1cccc(F)c1 | i | -1.8 | 0 | 4 | -2 | i | -1 | 5 | 0 | 0
O=C1NC(=S)S/C1=C\c1cccc([N+](=O)[O-])c1 | i | 2.9 | 4 | 1 | 4 | i | 2 | 3 | 19 | -2
C[C@H]1CN([C@@H](C)CO)S(=O)(=O)c2ccc(-c3cncnc3)cc2O[C@H]1CN(C)C(=O)NC1CCCC1 | i | -1.4 | 0 | 2 | 1 | i | 2 | 0 | nt | 0
O=C(c1ccc(Br)o1)N1CCN(CCc2ccncc2)CC1 | i | -2.9 | -6 | 16 | -1 | i | -7 | -2 | -4 | -18
O=C(O)C(Cc1ccccc1)n1c(=S)[nH]c2ccccc2c1=O (stereo not drawn) | i | -0.5 | -5 | 4 | 0 | i | -2 | 0 | -4 | 1
CC1=CCC(COC(=O)Nc2ccccc2)CC1 (stereo not drawn) | i | 2.6 | 1 | -4 | 4 | i | -4 | 1 | -13 | 11
C/C(=N/NC(=O)c1ccc(Br)o1)c1ccncc1 | i | -2.7 | -1 | 2 | 1 | i | -4 | 1 | -9 | 2
Cc1ccccc1C(=O)N1CCc2c([nH]c3ccccc23)C1C(F)(F)F (stereo not drawn) | i | 3.6 | 3 | -2 | 0 | i | -2 | -1 | -9 | 3
Cc1cc(N2CCN(C(=O)c3ccco3)CC2)c2ccccc2n1 | i | 7.2 | -2 | 0 | 71* | i | -5 | 1 | -19 | 0
CC1(C(=O)NCc2ccccc2Br)CCN1Cc1ccc2ccccc2c1 (stereo not drawn) | i | 1.9 | 0 | 3 | 1 | i | -3 | -2 | nt | 6
NC(=O)c1cccc(-c2ccnc3c2CC(C(=O)Nc2ccccc2)O3)c1 (stereo not drawn) | i | 0.4 | 4 | 5 | -2 | i | 1 | 12* | nt | 1
O=C1CCCN1c1ccc(S(=O)(=O)Oc2ccc(Cl)cc2)cc1[N+](=O)[O-] | i | -1.6 | -2 | -2 | 2 | i | -5 | -1 | -6 | -20
CCCn1nc(C(=O)Nc2nnc(CC)s2)c2ccccc2c1=O | i | -0.5 | 1 | 3 | -1 | i | -9 | -2 | -19 | -2
CN1/C(=C\C(=O)c2cccnc2)C(C)(C)c2ccccc21 | i | -0.7 | 3 | -3 | 0 | nt | -4 | -1 | -8 | -6
Cc1cc(C)c(NC(=O)CSc2nnc(-c3ccncc3)n2Cc2ccco2)c(C)c1 | i | -2.0 | -3 | -1 | -1 | i | -2 | 0 | -3 | 34
CC(C)c1ccc(NC(=O)C2CSC3(C)CCC(=O)N23)cc1 (stereo not drawn) | i | -1.1 | 1 | 1 | 0 | i | -3 | -1 | -15 | 1

Printed as active in Rin1 Abl inh, among the entries above:
SMILES	Rpn11 block	LMPTP block	CSN deneddyl inh	DNMT1 inh	Neddyl block	NadD inh	Rin1 Abl inh	Scp-1 inhibitor	SUMO1-SIM PPI
NC(=O)c1cccc(-c2ccnc3c2CC(C(=O)Nc2ccccc2)O3)c1 (stereo not drawn)	i	0.4	4	5	i	1	12*	nt	1

Not a hit list (roughly 3.8% active in at least one column).
